Assay outcomes from PubChem BioAssay.
S1P2 antag: blocks the human S1P2 receptor. O95136. cell-based S1P2 antagonist assay, inhibition at 5 uM. inhibition, % at 5 µM. 97,000 compounds, 0.21% hits; in the data active means inhibition above about 45%;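 further: CRE beta-lactamase reporter cells expressing human S1P2 stimulated with S1P; 0% = agonist at EC80 alone and 100% = agonist plus reference antagonist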
EphB4 antag: blocks human EphB4 binding to ephrin-B2. AID 720. P54760. EphB4 LBD / TNYL-RAW-Alexa532 peptide, fluorescence polarization. inhibition, % at 7 µM. 97,000 compounds, 0.15% hits;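 active means inhibition above the screen-wide mean inhibition plus 3 SD, cut at about 15% in these data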;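 further: 0% = DMSO wells and 100% = excess unlabeled TNYL-RAW peptide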
S1P2 agonist: agonists of human S1P2 receptor | S1P2-expressing cell line, agonist reporter read-out | activation, % at 4.5 µM | 97,000 compounds, 0.46% hits | AID 729; in the data active means activation above about 16%;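 further: 0% = vehicle low control and 100% = maximal reference agonist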
MT1-MMP txn act: MT1-MMP promoter transcription activation. 86,000 compounds, 0.16% hits. activation factor at 10 µM. HT1080 MT1-MMP promoter luciferase reporter, luminescence, overnight; active compounds read high;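 active means activation factor of at least 2 for MT1-MMP transcription at 10 µM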
Rev-RRE block: HIV Rev-RRE protein-RNA interaction inhibition; inhibition, % at 8 µM; AID 704; 97,000 compounds, 0.79% hits; P05866; Rev peptide-RRE RNA binding, FRET;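 active means inhibition above the screen-wide mean plus 3 SD, cut at about 35% in these data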;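 further: 0% = median DMSO wells and 100% = median Neomycin B control wells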
Target sequence (P05866 whole entry, looked up): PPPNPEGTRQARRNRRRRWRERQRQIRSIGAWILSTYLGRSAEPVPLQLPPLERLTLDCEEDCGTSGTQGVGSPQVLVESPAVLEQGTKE
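Material: labelled RRE RNA duplex and labelled Rev peptide / Buffer or medium: HEPES pH 7.5 salt buffer with EDTA / Compound dosing: single point, 8 µM final nominal compound concentration / Benchmarks: DMSO low control, neomycin B high control / Timing: 5 min preincubation and 15 min binding, 25 °C / Technique: FRET fluorescence readout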
FAK blocker: FAK (human) kinase inhibition | 97,000 compounds, 0.84% hits | inhibition, %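 (tested at 7 µM)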 | AID 727 | biochemical FAK kinase activity assay | Q05397; in the data active means inhibition above about 19%;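 further: 0% = DMSO and 100% = reference compound high control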
Target sequence (Q05397 whole entry, looked up): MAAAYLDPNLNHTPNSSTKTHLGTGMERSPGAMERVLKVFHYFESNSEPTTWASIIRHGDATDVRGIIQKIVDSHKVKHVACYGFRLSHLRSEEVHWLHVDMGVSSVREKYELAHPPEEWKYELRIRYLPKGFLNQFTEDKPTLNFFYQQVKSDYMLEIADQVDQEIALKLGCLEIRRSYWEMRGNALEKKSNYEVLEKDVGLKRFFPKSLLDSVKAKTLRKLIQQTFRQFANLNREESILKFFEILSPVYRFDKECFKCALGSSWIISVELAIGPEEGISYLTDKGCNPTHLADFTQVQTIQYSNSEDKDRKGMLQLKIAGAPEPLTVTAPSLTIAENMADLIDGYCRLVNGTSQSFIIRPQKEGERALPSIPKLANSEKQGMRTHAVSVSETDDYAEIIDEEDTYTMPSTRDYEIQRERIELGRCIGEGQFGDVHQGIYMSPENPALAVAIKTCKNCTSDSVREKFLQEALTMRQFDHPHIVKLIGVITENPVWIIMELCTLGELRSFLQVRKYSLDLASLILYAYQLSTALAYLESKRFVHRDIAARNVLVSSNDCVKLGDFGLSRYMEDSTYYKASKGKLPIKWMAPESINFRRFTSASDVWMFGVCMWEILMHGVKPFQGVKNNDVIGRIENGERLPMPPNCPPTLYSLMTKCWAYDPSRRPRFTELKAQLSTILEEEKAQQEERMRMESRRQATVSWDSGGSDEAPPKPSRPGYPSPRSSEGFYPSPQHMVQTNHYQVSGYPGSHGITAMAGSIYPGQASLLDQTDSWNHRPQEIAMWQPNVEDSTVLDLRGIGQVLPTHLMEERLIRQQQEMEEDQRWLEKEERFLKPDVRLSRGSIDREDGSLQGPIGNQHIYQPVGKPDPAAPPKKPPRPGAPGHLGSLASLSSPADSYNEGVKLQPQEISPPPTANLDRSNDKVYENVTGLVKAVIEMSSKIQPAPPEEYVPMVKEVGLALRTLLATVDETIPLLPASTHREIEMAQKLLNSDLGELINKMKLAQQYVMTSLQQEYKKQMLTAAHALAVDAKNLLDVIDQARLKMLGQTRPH
PLK1 PBD inh: inhibitors of human Plk1 polo box domain binding | Plk1 PBD phosphopeptide binding, fluorescence polarization | AID 693 | inhibition, %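 (tested at about 20 µM)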 | 97,000 compounds, 0.13% hits; in the data active means inhibition above about 34%, passing the limit was not always enough
PLAP activator: activates human placental alkaline phosphatase. purified PLAP enzyme, luminescent substrate read-out; active compounds read high. activation fold at 20 µM. 96,000 compounds, 1.2% hits; in the data active means activation fold above about 2
PLK1 inh: blocks human PLK1 kinase activity; recombinant PLK1 kinase, TR-FRET peptide phosphorylation; AID 619; inhibition, % at 10 µM; 97,000 compounds, 0.53% hits; P53350;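 active means inhibition of 50% or more in the single-concentration screen; inactive means inhibition below 50%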;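 further: 0% = DMSO max control and 100% = H-89 dihydrochloride min control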
* hit, by the source's call; x = not tested or not shown; & = joins results of further samples.

Letters: A = S1P2 antag; B = EphB4 antag; C = S1P2 agonist; D = MT1-MMP txn act; E = Rev-RRE block; F = FAK blocker; G = PLK1 PBD inh; H = PLAP activator; I = PLK1 inh
Molecule: COCCNC(=O)CN(C(=O)Cn1nnc2ccccc21)c1ccccc1
  A: -8	B: -5	C: -3	D: 1	E: 3	F: -3	G: -30	H: 0.9	I: -10

Molecule: CCCCCC(=O)N/N=C(\C)c1ccc(NC(=O)c2ccco2)cc1
  A: -11	B: -2	C: -3	D: x	E: 9	F: 2	G: 11	H: 0.9	I: -14

Molecule: N#CCSc1nnc(COc2ccccc2)n1-c1ccccc1
  A: 5	B: 6	C: -8	D: 1.2	E: 5	F: 1	G: 0	H: x	I: -11

Molecule: CCc1ccc(NC(=O)Cn2c(=O)oc3cc(S(=O)(=O)N4CCOCC4)ccc32)cc1
  A: 10	B: 1	C: -5	D: 1	E: 4	F: -1	G: -30	H: 1.2	I: -16

Molecule: O=C(CNC(=O)C1CCCCC1)NCCCO
  A: 12	B: 1	C: -5	D: 1.1	E: 10	F: 2	G: -15	H: 1	I: 8

Molecule: COc1ccccc1N(CC(=O)Nc1ccc2c(c1)OCO2)S(=O)(=O)c1ccccc1
  A: -4	B: -2	C: 3	D: 1.1	E: 2	F: -8	G: -9	H: 0.9	I: -12

Molecule: O=C1N2CCSC2=NC1(NS(=O)(=O)c1ccccc1)C(F)(F)F (stereo unspecified)
  A: -10	B: -3	C: -10	D: 1.1	E: 2	F: -5	G: 6	H: 0.9	I: -6

Molecule: COCCCNC(=O)c1ccc(-n2nc(C(F)(F)F)cc2-c2cccs2)cc1
  A: 36	B: -3	C: -6	D: x	E: 3	F: -1	G: -10	H: 1.6	I: -14

Molecule: CCn1nnnc1SCC(=O)Nc1nc(-c2cccs2)cs1
  A: 2	B: 2	C: -7	D: 1.2	E: 3	F: 4	G: 32	H: x	I: -9

Molecule: O=C(O)CCSc1ccc2ccccc2n1
  A: 9&-10	B: -11&11	C: -2&-4	D: 1.1	E: 3&10	F: -21&-7	G: -1&7	H: 1&0.9	I: -12&-5

Molecule: COC(=O)c1cc2n(n1)CCN(Cc1ccc(OC)cc1)C2=O
  A: 19	B: 6	C: -3	D: x	E: 2	F: -1	G: -9	H: 1	I: -6

Molecule: COc1cccc(/C=c2\sc3nc(-c4cccs4)nn3c2=O)c1OC
  A: 24	B: -2	C: -5	D: 1.2	E: 7	F: 1	G: 7	H: 1	I: -5

Molecule: CCc1ccc2oc(-c3cc(N)ccc3O)nc2c1
  A: 1	B: -13	C: -2	D: 0.5	E: -7	F: 2	G: 15	H: 1.2	I: -2

Molecule: Cc1cc(C)n(CCOC(=O)c2sc3ccccc3c2Cl)n1
  A: -13	B: -6	C: -7	D: 1.2	E: 8	F: 1	G: 8	H: 1.4	I: -4

Molecule: CCOC(=O)c1c(C)sc2c1N(C(=O)CN(CC)CC)c1ccccc1S2
  A: 10	B: 6	C: -2	D: 1.3	E: 8	F: -3	G: -16	H: x	I: -1

2 compounds from above with just S1P2 antag.
molecule,S1P2 antag
CCn1nnnc1SCC(=O)Nc1nc(-c2cccs2)cs1,2
O=C(O)CCSc1ccc2ccccc2n1,9&-10

The list goes on:
Letters: A = S1P2 antag; B = EphB4 antag; C = S1P2 agonist; D = MT1-MMP txn act; E = Rev-RRE block; F = FAK blocker; G = PLK1 PBD inh; H = PLAP activator; I = PLK1 inh
Molecule: Cc1csc(SCC(=O)Nc2nc3ccccc3s2)n1
  A: -9	B: 2	C: -4	D: 1.4	E: 4	F: -2	G: 8	H: 1	I: -3

Molecule: COc1ccc(NS(=O)(=O)c2ccc(NC(=S)NC(=O)CC(C)C)cc2)cc1
  A: -4	B: 1	C: -1	D: x	E: 3	F: 1	G: 3	H: 1	I: -17

Molecule: O=C(C1CCN(CCCc2ccccc2)CC1)N1CCCCC1
  A: 0	B: 3	C: 1	D: 1.1	E: 1	F: 1	G: -18	H: 1.5	I: 3

Molecule: COc1ccc(Cl)cc1-c1n[nH]c(=S)n1C1CCCCC1
  A: -8	B: -2	C: -4	D: 1.1	E: -4	F: -1	G: -5	H: 2.4*	I: -4

Molecule: C=CCN(CC=C)S(=O)(=O)c1ccc(F)cc1
  A: -2	B: -2	C: -4	D: 1.1	E: 3	F: -1	G: 11	H: 0.8	I: -13

Molecule: O=C(CCc1nc(-c2ccccc2)no1)NCC1CCCO1 (stereo unspecified)
  A: 7	B: -3	C: -6	D: 1.2	E: 3	F: 1	G: -27	H: 1	I: -18

Molecule: S=C(Nc1ccccc1)N1CCn2c1nc1ccccc12
  A: -18	B: 1	C: -8	D: 1	E: 2	F: -5	G: 1	H: 1	I: -21

Molecule: COc1cc(NC(=O)c2ccc(Cl)cc2Cl)ccc1-c1cc2ccccc2oc1=O
  A: 23	B: -6	C: 4	D: x	E: -7	F: -4	G: 6	H: 1	I: -11

Molecule: CCOc1ccccc1Nc1nc(-c2sc(NC(=O)c3ccco3)nc2C)cs1
  A: 15	B: -9	C: -8	D: x	E: -1	F: 2	G: -21	H: 1	I: -8

Molecule: CCn1c(=O)cc(SCC(=O)Nc2ccc(Cl)cc2)c2ccccc21
  A: 1	B: -2	C: -2	D: 1	E: 1	F: -15	G: -7	H: 1.1	I: -110

Molecule: CCOC(=O)C1CCCCN1C(=O)CCc1c(C)nc2ncnn2c1C (stereo unspecified)
  A: -5	B: 4	C: -4	D: 0.8	E: 6	F: 1	G: -36	H: 1	I: -8

Molecule: CC(=O)N1C(=O)N(C)C2C1N(C)C(=O)N2C(C)=O (stereo unspecified)
  A: 12	B: 6	C: -2	D: x	E: 5	F: 9	G: -9	H: 0.9	I: -6

Molecule: O=C(O)CC12CSc3[nH]c(=O)sc3C1c1ccccc1OC2=O (stereo unspecified)
  A: 18	B: 4	C: -9	D: 1.2	E: 7	F: 6	G: -1	H: 1.1	I: 14

Molecule: CCOC(=O)c1cnc(Nc2nc3ccccc3o2)nc1CN1CCN(c2ccccc2)CC1
  A: 23	B: 12	C: -3	D: 1.3	E: 3	F: -4	G: -23	H: x	I: -7

Molecule: COc1ccc(C2CC(=O)C=C(NCC3CCCO3)C2)cc1 (stereo unspecified)
  A: 7	B: 1	C: -8	D: 1.2	E: 6	F: -3	G: 31	H: 1	I: -8

4 entries from above, ordered by their value in FAK blocker, smallest number first.
Letters: A = S1P2 antag; B = EphB4 antag; C = S1P2 agonist; D = MT1-MMP txn act; E = Rev-RRE block; F = FAK blocker; G = PLK1 PBD inh; H = PLAP activator; I = PLK1 inh
Molecule: CCOC(=O)c1cnc(Nc2nc3ccccc3o2)nc1CN1CCN(c2ccccc2)CC1
  A: 23	B: 12	C: -3	D: 1.3	E: 3	F: -4	G: -23	H: x	I: -7

Molecule: C=CCN(CC=C)S(=O)(=O)c1ccc(F)cc1
  A: -2	B: -2	C: -4	D: 1.1	E: 3	F: -1	G: 11	H: 0.8	I: -13

Molecule: O=C(CCc1nc(-c2ccccc2)no1)NCC1CCCO1 (stereo unspecified)
  A: 7	B: -3	C: -6	D: 1.2	E: 3	F: 1	G: -27	H: 1	I: -18

Molecule: O=C(O)CC12CSc3[nH]c(=O)sc3C1c1ccccc1OC2=O (stereo unspecified)
  A: 18	B: 4	C: -9	D: 1.2	E: 7	F: 6	G: -1	H: 1.1	I: 14

The listing continues:
Letters: A = S1P2 antag; B = EphB4 antag; C = S1P2 agonist; D = MT1-MMP txn act; E = Rev-RRE block; F = FAK blocker; G = PLK1 PBD inh; H = PLAP activator; I = PLK1 inh
Molecule: O=C1c2[nH]nc(-c3ccccc3O)c2C(c2ccc(F)cc2)N1Cc1ccco1 (stereo unspecified)
  A: 5	B: 1	C: -5	D: 1.1	E: 14	F: 2	G: -19	H: 2.4*	I: -2

Molecule: O=C(NC1CCCCC1)N1CCC(c2nc3ccc(Cl)cc3[nH]2)CC1
  A: 11	B: -2	C: -7	D: 1.2	E: 2	F: -1	G: 12	H: 1.2	I: -9

Molecule: Cc1sc2nc(SCC(=O)c3cc(C)n(CC4CCCO4)c3C)n(C(C)C)c(=O)c2c1C (stereo unspecified)
  A: -14	B: -7	C: 2	D: 1.1	E: 2	F: 3	G: -38	H: 1.4	I: -10

Molecule: Cc1ccc(S(=O)(=O)CC2CSc3nc(N)cc(=O)n32)cc1 (stereo unspecified)
  A: 7	B: -9	C: -4	D: 1.1	E: 5	F: -1	G: 9	H: 1.2	I: -7

Molecule: CSCCC1(C(=O)O)NC(c2ccccc2O)C2C(=O)N(C(C)C)C(=O)C21 (stereo unspecified)
  A: 9	B: -11	C: 1	D: 1.2	E: 7	F: 2	G: 36	H: 0.9	I: -21

Molecule: O=C(COC(=O)c1ccc2c(c1)OCCO2)Nc1cc(Cl)ccc1Cl
  A: -16	B: -2	C: -5	D: 1	E: 6	F: 0	G: -11	H: 1	I: -6

Molecule: NS(=O)(=O)c1cccnc1Nc1cccc(Cl)c1
  A: -18	B: 2	C: -5	D: x	E: 4	F: 2	G: 19	H: 1.3	I: -2

Molecule: COc1ccc(CN(C)c2ncnc(N)n2)cc1
  A: -7	B: -7	C: -1	D: 1.2	E: 6	F: -3	G: 3	H: 0.9	I: 17

Molecule: Cc1c(-c2ccccc2)sc(Br)c1C(=O)N1CCOCC1
  A: 3	B: 0	C: -2	D: 1	E: 1	F: -3	G: 6	H: 1.4	I: 2

Molecule: COc1cccc(CNn2c(-c3cccc(C)c3)nc3ccccc3c2=O)c1
  A: -1	B: -5	C: 1	D: 1.3	E: 18	F: 0	G: -17	H: 1.7	I: 7

Molecule: Cc1ccc(CNc2oc(COc3ccccc3Cl)nc2C#N)cc1
  A: -23	B: -7	C: -5	D: 1	E: 9	F: 2	G: 6	H: 0.8	I: 6

Molecule: Cc1cc(=O)[nH]c(SCC2COC3(CCCCC3)O2)n1 (stereo unspecified)
  A: -29	B: -5	C: -5	D: 1	E: -1	F: -4	G: 3	H: 1	I: -10

Molecule: CCOc1ccc(/C(O)=C2/C(=O)C(=O)N(c3nc(C)c(C)s3)C2c2ccco2)cc1 (stereo unspecified)
  A: 9	B: 9	C: 1	D: 1.3	E: 7	F: -3	G: 12	H: 1.3	I: -6

Molecule: O=C(CSc1nnnn1-c1ccc(Cl)cc1)N1CCc2ccccc2C1
  A: -5	B: -13	C: -2	D: 1.2	E: 8	F: 1	G: 21	H: 0.6	I: -2

Molecule: Cn1c2ccccc2c2ncn(CCC3=CCCCC3)c(=O)c21
  A: 1	B: -8	C: -4	D: 1.5	E: 11	F: 8	G: 8	H: 0.9	I: -7

Further results:
Molecule,S1P2 antag,EphB4 antag,S1P2 agonist,MT1-MMP txn act,Rev-RRE block,FAK blocker,PLK1 PBD inh,PLAP activator,PLK1 inh
CC1CCC2(CC1)Nc1ccccc1C(=O)N2c1ccccc1 (stereo unspecified),-6,4,-5,1.1,6,-1,-9,0.8,-3
COc1cc(C)ccc1OCCOCCOc1c(C)cc(C)cc1Br,5,-4,-4,x,8,-2,12,x,-10
Cc1ccc(N2CC(C(=O)Nc3cccc(F)c3)CC2=O)cc1 (stereo unspecified),8,-3,-5,1,0,-3,-22,0.9,-7
CN(C)c1ccc(-c2n(C)c3ccccc3[n+]2C)cc1,-3,-3,-1,1.5,2,0,1,0.7,1
COCCn1c(=O)[nH]c2cc(C(=O)NCCN3CCN(c4ccccc4)CC3)ccc2c1=O,19,2,-3,1,10,6,2,1.3,8
COC(=O)c1[nH]c2ccc(C)cc2c1NC(=O)CN1CCN(C(=O)c2ccccc2)CC1,4,5,-4,1.1,11,3,-19,0.9,-14

Five entries already listed, sorted by number of heavy atoms, highest first.
Molecule,S1P2 antag,EphB4 antag,S1P2 agonist,MT1-MMP txn act,Rev-RRE block,FAK blocker,PLK1 PBD inh,PLAP activator,PLK1 inh
COCCn1c(=O)[nH]c2cc(C(=O)NCCN3CCN(c4ccccc4)CC3)ccc2c1=O,19,2,-3,1,10,6,2,1.3,8
O=C(CSc1nnnn1-c1ccc(Cl)cc1)N1CCc2ccccc2C1,-5,-13,-2,1.2,8,1,21,0.6,-2
COc1cc(C)ccc1OCCOCCOc1c(C)cc(C)cc1Br,5,-4,-4,x,8,-2,12,x,-10
Cn1c2ccccc2c2ncn(CCC3=CCCCC3)c(=O)c21,1,-8,-4,1.5,11,8,8,0.9,-7
CN(C)c1ccc(-c2n(C)c3ccccc3[n+]2C)cc1,-3,-3,-1,1.5,2,0,1,0.7,1
